High-throughput results as filed in PubChem BioAssay.
AmpC inh detg – blocks E. coli AmpC beta-lactamase in detergent assay; hit rate 0.041% among 370,000; P00811; AmpC hydrolysis of nitrocefin, absorbance 480 nm, 0.01% Triton; Potency, µM (doses to about 114 µM), for the others: top-dose activity change, negative = inhibition, hits mostly inhibitors;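 also: potency is read from the fitted curve at half-maximal effect; 0% = no-compound wells and -100% = no-enzyme wells; nearly all actives have a fitted effect of over 25% in size; some results filed as inactive show a strong effect at the top dose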
Target sequence (P00811 whole entry, looked up): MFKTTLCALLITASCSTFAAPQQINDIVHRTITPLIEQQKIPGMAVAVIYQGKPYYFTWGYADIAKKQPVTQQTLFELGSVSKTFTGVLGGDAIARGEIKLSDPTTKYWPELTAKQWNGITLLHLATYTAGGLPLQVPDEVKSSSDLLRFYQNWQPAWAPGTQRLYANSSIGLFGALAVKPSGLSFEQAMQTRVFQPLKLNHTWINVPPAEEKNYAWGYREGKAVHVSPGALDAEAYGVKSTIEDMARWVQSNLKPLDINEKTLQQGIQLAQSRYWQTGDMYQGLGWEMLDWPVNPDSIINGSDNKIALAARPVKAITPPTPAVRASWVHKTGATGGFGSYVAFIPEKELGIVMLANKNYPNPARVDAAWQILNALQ
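20 mM phosphate pH 7.0 + 0.01% (detergent screen) or 0.0001% Triton X-100; 5.3 nM AmpC reagent; cpd preinc 15 min RT; nitrocefin (800 uM stock) to start; A480 q20 s × 4 min; Activity was normalised to no-enzyme and no-compound control wells.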
HCMV antiviral – inhibitors of human cytomegalovirus; HFF cells, HCMV-luciferase reporter, 72 h; active compounds read low; activity change, negative = inhibition, % at 57.5 µM; hit rate 4.5% among 410,000; AID 1259415; in the data active = activity change below about -60%; inconclusive = no clear call, values can overlap the other calls; inactive = above about -39%
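Compounds were evaluated in HFFs infected with an HCMV luciferase reporter virus (MOI 1 PFU/cell). Luciferase in lysates collected 72 h post infection served as the replication measure.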
Giardia FBPA inh – Giardia lamblia aldolase inhibition; A8B2U2; purified Giardia FBPA; Potency, µM (doses to about 59.6 µM), without a hit: at the highest dose activity, negative = inhibition, hits mostly inhibitors; hit rate 0.71% among 290,000; AID 2451; also: potency is read from the fitted curve at half-maximal effect; nearly all actives have a fitted effect of over 55% in size
Target sequence (A8B2U2 whole entry, looked up): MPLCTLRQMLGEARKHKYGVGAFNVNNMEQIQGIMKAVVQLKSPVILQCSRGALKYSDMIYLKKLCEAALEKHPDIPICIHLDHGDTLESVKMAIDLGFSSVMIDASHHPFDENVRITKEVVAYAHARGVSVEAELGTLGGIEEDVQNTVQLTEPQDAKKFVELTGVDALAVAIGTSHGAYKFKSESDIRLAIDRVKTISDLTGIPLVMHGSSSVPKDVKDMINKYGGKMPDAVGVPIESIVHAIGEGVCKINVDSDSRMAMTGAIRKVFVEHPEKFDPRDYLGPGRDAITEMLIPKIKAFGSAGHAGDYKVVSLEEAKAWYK
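Giardia FBPA (40 nM reagent) was preincubated 10 min at RT with compound (up to 57.5 uM final), then substrate plus GAPDH/TPI/NAD/arsenate coupling system with diaphorase/resazurin was added; resorufin fluorescence (525/598 nm) was read after 20 min.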
AmpC inh no detg – blocks E. coli AmpC beta-lactamase in detergent-free assay; P00811; hit rate 0.52% among 330,000; Potency, µM (doses to about 57.1 µM), for the others: at the top dose activity change, negative = inhibition, most hits filed as inhibitors; AID 485341; AmpC nitrocefin hydrolysis, absorbance 480 nm, 0.0001% Triton;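 also: potency is read from the fitted curve at half-maximal effect; plate controls were no compound for no effect and no enzyme for full effect; nearly all actives have a fitted effect of over 20% in size; some results filed as inactive show a strong effect at the top dose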
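20 mM phosphate pH 7.0 + 0.01% (detergent screen) or 0.0001% Triton X-100; 5.3 nM AmpC reagent; cpd preinc 15 min RT; nitrocefin (800 uM stock) to start; A480 q20 s × 4 min; Activity was normalised to no-enzyme and no-compound control wells.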
Sm TGR block – inhibitors of Schistosoma mansoni thioredoxin glutathione reductase; Q962Y6; purified TGR, DTNB reduction, TNB absorbance 405 nm; Potency, µM (series often up to 114 µM), for the others: top-dose activity change, negative = inhibition, hits mostly inhibitors; hit rate 3% among 360,000; AID 485364; also: potency is read from the fitted curve at half-maximal effect; nearly all actives have a fitted effect of over 60% in size
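Kinetic colorimetric format: TGR-catalysed, NADPH-driven DTNB reduction monitored via TNB absorbance. Enzyme dispensed at 20 nM; compound exposure 15 min at room temperature before reaction start.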
AMA1-RON2 inh – AMA1-RON2 (P. falciparum) interaction inhibition; AlphaScreen AMA1-biotinylated RON2 peptide binding; Potency, µM (highest dose often 58.2 µM), without a hit: top-dose activity change, negative = inhibition, most hits filed as inhibitors; hit rate 0.2% among 360,000; AID 720542;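 also: potency is read from the fitted curve at half-maximal effect; 0% = vehicle wells and -100% = peptide control; nearly all actives have a fitted effect of over 45% in size; some results filed as inactive show a strong effect at the top dose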
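AMA1 (3D7) with his tag at 25 nM final met compounds first, then biotinylated RON2 peptide at 25 nM; detection used donor plus acceptor beads, 10 µg/mL apiece, read by AlphaScreen after 30 min at room temperature.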
The depositor's hits bear a star; ? = inconclusive; / = not tested or not shown; & = joins results of further samples; [ ] = dose if it differs, or a comment. Unless noted, calls follow the shape of the dose curve; as a rule, active = well fitted curve in the direction sought with a large enough effect; inconclusive = small, poorly fitted or top-dose-only effect, or another doubt; inactive = no such curve, though single readings can be large; an effect the other way counts as inactive or inconclusive. Unless noted, % is scaled to controls: 0 for no effect and ±100 for the full control effect.

cpd | Structure | AmpC inh detg | HCMV antiviral | Giardia FBPA inh | AmpC inh no detg | Sm TGR block | AMA1-RON2 inh
1 | Cc1ccc(C)c(N(CC(=O)NCc2ccco2)C(=O)CNS(=O)(=O)c2ccc(F)cc2)c1 | 3.9% | -25.5 | / | 27.7% | -23.5% | 0.8%
2 | COc1ccc(S(=O)(=O)N2CCN(Cc3nc4ccc(C)cc4o3)CC2)cc1Cl | 1.1% | -15.3 | / | / | -1.5% | /
3 | Cc1ccc(CSc2nnc3c(n2)OC2(Nc4ccccc4-3)C(=O)Nc3ccc(F)cc32)cc1 (stereo not drawn) | -13.3% | 37.0 | -21.2% | ? | -0.1% | -17.3%
4 | CSc1cccc(CN2CCC(CCC(=O)NC3CC3)CC2)c1 | ? | 34.3 | 2.6% | -11.6% | 7.6% | 30.3%[activator]
5 | Cc1ccc(S(=O)(=O)N2CCN(CC(=O)NC(=O)NCc3ccccc3)CC2)cc1C | -2.1% | -0.2 | 0.7% | -6.1% | -4.5% | 13.7%
6 | Cc1cc(C)cc(-n2ccnc2SCC(=O)Nc2nc3ccccc3s2)c1 | -5.7% | -5.5 | / | / | -3.5% | /
7 | FC(F)(F)c1ccc(N2CCN(c3cc(-c4ccccc4)nc4ncnn34)CC2)nc1 | -12.0% | -97.8* | 0.7% | -36.1% | -4.2% | 0.0%
8 | CC(C)(C)c1ccc(NC(=O)CSc2n[nH]c(=O)n2C2CC2)cc1 | / | 0.0 | / | -3.4% | / | -6.1%
9 | CCOc1ccccc1N/C(=N/c1nc(C)cc(C)n1)NC(=O)Nc1ccc(Cl)c(Cl)c1 | -11.4% | / | 3.8% | -16.1% | 3.6% | /
10 | CCN(CC)CCCN1C(=O)C(O)=C(C(=O)c2ccco2)C1c1ccc(OC(C)C)cc1 (stereo not drawn) | ? | -25.9 | -5.0% | -6.0% | -28.4% | -8.1%
11 | CCN1CCN(Cc2c(O)ccc3c(=O)c(Oc4ccccc4Cl)c(C(F)(F)F)oc23)CC1 | 25.0% | 3.0 | / | / | -24.8% | /
12 | Cc1ccc(CN2CC(C(=O)O)CC2=O)cc1 (stereo not drawn) | ? | 12.9 | 5.1% | -4.9% | -1.5% | -0.4%
13 | CCCCOc1cccc(C(=O)N(Cc2ccc(Br)o2)C2CCS(=O)(=O)C2)c1 (stereo not drawn) | 16.5% | ? | / | / | -1.9% | /
14 | O=C(Nc1cccc(-c2cn3cccnc3n2)c1)Nc1ccccc1F | -12.5% | ? | -4.6% | -39.3% | -3.9% | -22.5%
15 | CCOC(=O)C(CCCCCCP(=O)(c1ccccc1)c1ccccc1)NC(C)=O (stereo not drawn) | 0.7% | 13.8 | 0.2% | 93.8%[activator] | 7.9% | 12.6%
16 | O=c1oc(CCO)cc2ccc(-c3ccc4[nH]ccc4c3)cc12 | -5.8% | 179.3 | / | -30.4% | -12.8% | -1.6%
17 | CC(C)=CC(=O)Nc1ccc(Br)cc1 | ? | 66.5 | -26.9% | -0.6% | -13.9% | -3.4%
18 | CC(C)Cn1nc(C(=O)Nc2cccc(S(=O)(=O)N3CCCC3)c2)c2ccccc2c1=O | 2.3% | -33.4 | / | -0.2% | -1.9% | -3.7%[11.6 µM]
19 | Nn1cnnc1N/N=C/c1ccc(Cl)cc1Cl | -0.1% | ? | -29.9% | 4.1% | 4.3% | 20.9%
20 | COC(=O)c1c(C)[nH]c(C)c1C(C)=O | -0.1% | 24.7 | 3.6% | -15.0% | -1.7% | 60.5%[activator]
21 | O=C(C1CCN(S(=O)(=O)c2ccc(Cl)cc2)CC1)N1CCC1 | ? | -19.3 | / | -2.7% | 0.7% | 30.7%[activator]
22 | O=C(Nc1ccnn1C1CCN(Cc2c(F)cccc2Cl)CC1)C1CCCC1 | -4.2% | -26.9 | / | 56.4% | 1.1% | -8.5%
23 | CCc1ccccc1NC(=O)Cc1c(C(=O)O)[nH]c2ccc(Cl)cc12 | 11.9% | 2.7 | / | / | 8.3% | /
24 | O=C(CCS(=O)(=O)c1ccccc1)Nc1nncs1 | 5.5% | -0.3 | -6.4% | -22.7% | 20µM* | 1.7%
25 | CC(=O)COC(=O)c1cccc(N2C(=O)C3C4C=CC(C4)C3C2=O)c1 (stereo not drawn) | ? | -6.9 | 0.6% | -15.1% | -2.2% | 7.3%

Whole records, quoted from the list:
Cc1ccc(S(=O)(=O)N2CCN(CC(=O)NC(=O)NCc3ccccc3)CC2)cc1C is entered as AmpC inh detg = -2.1%; HCMV antiviral = -0.2; Giardia FBPA inh = 0.7%; AmpC inh no detg = -6.1%; Sm TGR block = -4.5%; AMA1-RON2 inh = 13.7%
CCOC(=O)C(CCCCCCP(=O)(c1ccccc1)c1ccccc1)NC(C)=O (stereo not drawn) is entered as AmpC inh detg = 0.7%; HCMV antiviral = 13.8; Giardia FBPA inh = 0.2%; AmpC inh no detg = 93.8%[activator]; Sm TGR block = 7.9%; AMA1-RON2 inh = 12.6%

Further compounds follow.
cpd | Structure | AmpC inh detg | HCMV antiviral | Giardia FBPA inh | AmpC inh no detg | Sm TGR block | AMA1-RON2 inh
26 | CCCCNC(=O)c1cc(-c2ccc3c(c2)OCO3)on1 | -5.8% | 65.6 | -5.1% | -19.8% | -23.5% | -8.3%
27 | Cn1c(=O)[nH]c(=O)c2c1nc(NCCCO)n2Cc1ccc(F)cc1 | ? | 54.5 | 10.7% | -21.0% | -22.8% | 5.3%
28 | Cc1ccc(C)c(N2CCN(S(=O)(=O)c3ccc4c(c3)n(C)c(=O)c(=O)n4C)CC2)c1 | 2.9% | -5.5 | / | / | -3.0% | /
29 | COc1ccc(CC(=O)OCC(=O)Nc2cccc(Cl)c2)cc1 | 2.5% | 1.8 | -1.1% | -30.6% | 0.2% | -6.4%
30 | CC(C)CCNCC1OCc2ccccc2CO1 | -10.2% | 11.1 | 5.1% | -6.5% | 4.5% | -28.7%
31 | COc1cccc(CNC(=O)CCCn2nc(C)c3c(C)n(-c4ccc(C)cc4)nc3c2=O)c1OC | ? | ? | 15.7% | 3.4% | 2.6%&-0.4% | 11.5%
32 | CCn1cc(CN2CCC(n3nccc3NC(=O)Cc3ccccc3)CC2)cn1 | -0.4% | -36.1 | / | -3.5% | -17.7% | -9.8%
33 | COc1cccc(C(=O)COC(=O)C(C)N2C(=O)C3C4C=CC(C4)C3C2=O)c1 (stereo not drawn) | -1.5% | -12.8 | -0.8% | 17.7% | -2.7% | 5.6%
34 | NC(=O)c1ccc(CN2CCc3ccccc3C2)cc1 | 7.8% | 53.6 | -9.3% | 0.9% | 7.9% | 2.2%
35 | COc1ccc(CCNC(=O)CS(=O)(=O)Cc2nc(-c3cccc(Cl)c3)oc2C)cc1OC | 0.5% | -20.1 | / | / | -22.6% | /
36 | CCOC(=O)c1csc(NC(=O)CN2CCCCC2)n1 | -9.7% | 12.1 | -20.4% | -3.1% | -11.4% | 3.1%
37 | CCOc1ccc(N(CC(=O)NC2CCCC2)S(=O)(=O)c2c(C)[nH]c(=O)[nH]c2=O)cc1 | ? | 11.8 | -5.9% | -37.8% | 3.9% | -1.8%
38 | N#CC(CC(=O)c1ccc(F)cc1)c1ccc2c(c1)OCO2 (stereo not drawn) | 5.1% | -4.4 | 0.9% | -28.0% | 1.2% | -4.5%
39 | COc1ccc(Cn2c(=S)[nH]c3cc(C(=O)NCc4cccnc4)ccc3c2=O)cc1 | 0.2% | 74.3 | -0.6% | -4.6% | 2.8% | 55.6%[activator]
40 | O=C(NCCCn1ccnc1)C(=O)c1cn(CC(=O)N2CCCCCC2)c2ccccc12 | 3.7% | 2.8 | 13.3% | 47.4% | 5.3% | -3.0%
41 | Cc1cc(=O)oc2c3c(cc(OCC(=O)NCCCn4ccnc4)c12)OC(C)(C)CC3 | 0.4% | 6.5 | -4.8% | 114.7%[activator] | 13.2% | -6.6%
42 | CCCCN(C)CCCNC(=O)CC1Oc2ccccc2NC1=O (stereo not drawn) | -10.7% | 46.8 | -3.3% | -20.8% | -13.6% | 23.3%
43 | Cc1sc2nc(CSC(C)C(=O)NC3(C#N)CCCCC3)[nH]c(=O)c2c1C (stereo not drawn) | -20.8% | -14.7 | / | -27.0% | -0.3% | 11.1%
44 | Cc1cc(SCC(=O)c2cccs2)n2nc(C)c(-c3ccccc3)c2n1 | 2.1% | 19.1 | ? | -26.9% | 3.8% | 13.6%
45 | CCOc1cc(CNCc2ccccn2)cc(Cl)c1OCC | 2.4% | -0.5 | 4.3% | -9.4% | / | 55.8%[activator]
46 | CCCCCCCNC(=O)C1(CC2CC(c3ccc(Cl)cc3)=NO2)CCN(C(=O)CCCCCBr)CC1 (stereo not drawn) | -1.6% | 31.0 | -12.2% | 209.5%[activator] | -23.2% | -0.5%
47 | CC(C)(C)NCC(O)(c1ccc(Cl)cc1)c1ccc(Cl)cc1 | -4.1% | / | 7.6% | -27.9% | -0.9% | -15.7%
48 | Cc1cc(C)nc(Nc2n[nH]c(-c3cccc4ccccc34)n2)n1 | -2.1% | 7.1 | -6.9% | 66.8%[activator] | -18.3% | 48.7%[activator]
49 | CCN1C(=O)[C@@H]2[C@@H](c3ccc(-c4ccc(OC)cc4)c(OC)c3)N3CCC[C@@]3(C(=O)OC)[C@@H]2C1=O | -0.2% | -8.0 | / | 203.0%[activator] | 2.7% | -5.2%
50 | CCCC(=O)Nc1c2c(nn1-c1ccc(C)cc1)CS(=O)(=O)C2 | -9.9% | 50.0 | 9.5% | -14.6% | -12.6% | -3.5%

More results follow.
cpd | Structure | AmpC inh detg | HCMV antiviral | Giardia FBPA inh | AmpC inh no detg | Sm TGR block | AMA1-RON2 inh
51 | N#C/C(C(N)=O)=c1/ccc2c(c1)N1C3=C(CCCC3)CC3CCCCC31N=2 (stereo not drawn) | -9.7% | -68.3* | -16.1% | -35.3% | -2.6% | ?
52 | CC(=O)Nc1cc(C(=O)N2CCC3(CC2)OCCO3)ccc1Sc1ccc(C)cc1 | -14.7% | -5.5 | 4.7% | 78.4%[activator] | 9.5% | 6.8%
53 | COc1ccc(OCCCC(=O)Nc2cccnc2)cc1 | -5.3% | -11.0 | 6.4% | -16.7% | 0.1% | 13.0%
54 | COc1cc2c(C#N)c(N3CCc4ccccc4C3)nc(N)c2c(N)n1 | ? | 13.8 | 1.77µM* | -23.3% | -14.0% | ?
55 | Cc1nc(C)c(CC(=O)N2CCc3c([nH]c4ccccc34)C2c2ccccn2)s1 (stereo not drawn) | -2.3% | 0.7 | -10.8% | 104.8%[activator] | ? | 3.1%

Looked up one by one from above, 2 records:
cpd | Structure | AmpC inh detg | HCMV antiviral | Giardia FBPA inh | AmpC inh no detg | Sm TGR block | AMA1-RON2 inh
54 | COc1cc2c(C#N)c(N3CCc4ccccc4C3)nc(N)c2c(N)n1 | ? | 13.8 | 1.77µM* | -23.3% | -14.0% | ?
51 | N#C/C(C(N)=O)=c1/ccc2c(c1)N1C3=C(CCCC3)CC3CCCCC31N=2 (stereo not drawn) | -9.7% | -68.3* | -16.1% | -35.3% | -2.6% | ?
